ATG4B inhibitor – ATG4B (human) cysteine protease inhibition | Q9Y4P1 | ATG4B cleavage of LC3-PLA2, NBD-HPC fluorescence, 1 h | inhibition, % at 8.33 µM | 340,000 tested, 0.51% active | AID 504462; in the data active = inhibition above about 40%
Target sequence (Q9Y4P1 whole entry, looked up): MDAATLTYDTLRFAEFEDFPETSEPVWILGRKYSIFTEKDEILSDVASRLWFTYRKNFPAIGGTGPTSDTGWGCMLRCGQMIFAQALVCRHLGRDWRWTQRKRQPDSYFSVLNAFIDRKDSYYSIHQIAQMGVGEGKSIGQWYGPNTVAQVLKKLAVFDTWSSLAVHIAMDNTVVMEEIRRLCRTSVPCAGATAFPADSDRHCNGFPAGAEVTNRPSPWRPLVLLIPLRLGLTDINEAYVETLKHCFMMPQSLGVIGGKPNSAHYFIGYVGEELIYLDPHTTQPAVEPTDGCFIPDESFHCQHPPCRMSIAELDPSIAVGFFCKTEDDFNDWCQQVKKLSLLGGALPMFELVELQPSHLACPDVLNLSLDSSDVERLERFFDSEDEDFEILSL
NLRP3 yeast inh – inhibitors of NALP3 inflammasome in yeast; Yeast reconstituted NLRP3/ASC/caspase-1, beta-gal luminescence, 24 h; 330,000 tested, 0.39% active; inhibition, % at 10 µM; AID 2825;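 active = inhibition of 50% or more; inactive = inhibition below 50%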;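 note: plate controls were induced DMSO wells for no effect and uninduced yeast grown without galactose for full effect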
mIAP activ – increases mouse intestinal alkaline phosphatase activity | activation factor at 10 µM | muIAP, CDP-Star luminescence, 30 min; hits give high values; 1 = vehicle-only enzyme signal, 0 = enzyme-free wells | AID 2805 | 330,000 tested, 0.24% active;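 active = activation factor of at least 2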; note: the source names both 10 and 20 µM as test concentration; values of inactives mirror those of a sister screen read the other way
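System: mouse IAP enzyme. Reagent: CDP-Star chemiluminescent phosphatase substrate. Benchmarks: DMSO wells, no-enzyme wells. Times: 30 min enzyme-substrate-compound incubation at room temperature. Detection: luminescence from enzymatic CDP-Star hydrolysis. Doses: test compounds delivered from DMSO solution.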
Apaf-1 inh – inhibitors of human Apaf-1 apoptosome | 330,000 tested, 0.71% active | reconstituted apoptosome caspase-3 activity, DEVD-Rh110 fluorescence | inhibition, % at 20 µM | O14727 | AID 489030; active = inhibition of at least 40% at 20 µM;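 note: plate controls were DMSO wells for no effect and DEVD-CHO caspase inhibitor wells for full effect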
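Material: biochemical Apaf-1 apoptosome reconstitution. Medium: Hepes buffer, pH 7.5. Also added: cytochrome c activation, bis-DEVD rhodamine 110 substrate. Timing: 30 min compound preincubation, 50 min activation, room temperature. Measured by: rhodamine 110 fluorescence at Ex 480/Em 540 nm.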
TIM10 inh – inhibits growth of TIM10 yeast strain. S. cerevisiae TIM10 strain growth, BacTiter-Glo luminescence, 24 h. inhibition, % at 10 µM. 330,000 tested, 1.4% active. AID 463195;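 active = inhibition of 40% or more at the single tested concentration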;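 note: wild-type TIM10 isogenic control strain grown at permissive 25 °C; 0% = DMSO yeast wells and 100% = minimal medium wells without yeast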
mIAP block – blocks mouse intestinal alkaline phosphatase; purified mouse IAP, CDP-Star luminescence, 30 min; inhibition, % at 10 µM; 330,000 tested, 0.2% active; AID 2806;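 active = inhibition of at least 40% at 10 µM in the primary screen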;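 note: plate controls were DMSO with enzyme for no effect and no enzyme wells for full effect; values of inactives mirror those of a sister screen read the other way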
hIAP inh – human IAP inhibition; 330,000 tested, 0.12% active; AID 2544; inhibition, % at 10 µM; purified IAP, CDP-Star luminescence, 30 min; P09923;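 active = inhibition reaching a set limit with compound at 10 µM in the primary screen, cut at about 35% in these data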;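 note: plate controls were DMSO wells with enzyme for no effect and no-enzyme buffer wells for full effect; values of inactives mirror those of a sister screen read the other way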
Target sequence (P09923 whole entry, looked up): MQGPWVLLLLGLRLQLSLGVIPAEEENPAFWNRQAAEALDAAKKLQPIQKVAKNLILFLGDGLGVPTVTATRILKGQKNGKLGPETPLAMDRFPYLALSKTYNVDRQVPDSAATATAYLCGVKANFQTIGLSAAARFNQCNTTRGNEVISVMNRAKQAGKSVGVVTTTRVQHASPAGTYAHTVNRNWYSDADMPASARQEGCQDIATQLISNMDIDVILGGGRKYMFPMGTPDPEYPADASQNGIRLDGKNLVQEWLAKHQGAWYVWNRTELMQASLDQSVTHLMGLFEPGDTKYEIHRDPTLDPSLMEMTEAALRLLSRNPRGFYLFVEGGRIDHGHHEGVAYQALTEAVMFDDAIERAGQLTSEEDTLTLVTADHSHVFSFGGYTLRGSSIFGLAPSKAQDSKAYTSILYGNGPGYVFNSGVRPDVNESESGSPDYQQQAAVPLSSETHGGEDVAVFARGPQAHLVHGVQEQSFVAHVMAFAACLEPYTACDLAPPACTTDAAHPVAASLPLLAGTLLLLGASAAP
tim10-1 inh – inhibits growth of tim10-1 mutant yeast; inhibition, % at 20 µM; 330,000 tested, 2.2% active; S. cerevisiae tim10-1 ts strain growth, BacTiter-Glo, 24 h;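 active = inhibition of at least 40%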;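 note: mutant grown at 25 °C; 0% = DMSO wells with yeast and 100% = wells holding no yeast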
hIAP activ – human IAP activation; 330,000 tested, 0.16% active; activation factor at 10 µM; purified human IAP, CDP-Star luminescence, 30 min; hits give high values; 1 = vehicle-only enzyme, 0 = enzyme-free background; AID 2524;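 active = activation factor of the enzyme at least 2-fold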; note: the source names both 10 and 20 µM as test concentration; values of inactives mirror those of a sister screen read the other way
The depositor's hits bear a star; · = not tested or not shown.

SMILES	ATG4B inhibitor	NLRP3 yeast inh	mIAP activ	Apaf-1 inh	TIM10 inh	mIAP block	hIAP inh	tim10-1 inh	hIAP activ
CCOC(=O)N1CCN(c2c(NCCc3ccccc3)c(=O)c2=O)CC1	2	17	1.1	1	-17	-12	6	10	0.94
CC(=O)c1ccc(NC(=O)/C=C/c2ccc(C)cc2)cc1	-6	10	0.92	-3	2	8	5	-32	0.95
Cc1ccc2nc(NC(=O)CN3C(=O)NC4(CCCC4)C3=O)sc2c1	-9	20	0.94	15	-1	6	2	13	0.97
CC(Sc1nc2sccc2c(=O)n1-c1ccccc1)C(N)=O (centres undefined)	-7	10	0.9	5	3	10	14	4	0.86
COCCN(C(=O)c1csnn1)C(C(=O)NC1CCCCC1)c1ccc(Cl)cc1 (centres undefined)	-6	15	0.96	18	-2	4	8	2	0.93
CSCC[C@H](NC(=O)c1ccc(Cl)c(S(=O)(=O)N2CCCC2)c1)c1nc2ccccc2[nH]1	-13	10	0.98	0	13	2	-7	17	1.1
C(=C\c1ccccc1)/CSc1ccccn1	-6	18	0.98	4	-2	2	-10	17	1.1
CCC(Oc1ccc(Br)cc1)C(=O)N1CCN(c2ncccn2)CC1 (centres undefined)	-4	5	1	8	15	-1	-12	17	1.1
Cc1ccc(-c2nc(SCC(=O)Nc3cc(C)on3)c3c(=O)n(C)c(=O)n(C)c3n2)cc1	11	-4	0.94	5	-19	6	-21	-10	1.2
COc1ccc2[nH]c3c(c2c1)CCN1C(=O)C(CC(=O)NCCCn2ccnc2)C[C@H](C(=O)N2CCCCC2)[C@@]31CCc1ccccc1 (some centres undefined)	·	·	1.1	31	-1	-15	·	1	·
Cc1ccc(C(=O)N2CCN(c3ccc(NC(=S)NC(=O)c4cccs4)cc3)CC2)cc1	-1	9	0.93	27	22	7	4	37	0.96
CCn1cc(C(=O)O)c(=O)c2cnc(N3CCN(C(=S)Nc4ccccc4)CC3)nc21	-3	23	0.98	1	6	2	-4	-6	1
COc1ccc(-n2c(=O)cc(N3CCN(c4ccccc4OC)CC3)[nH]c2=O)cc1	-8	-2	0.94	-16	-1	6	0	3	0.99
CCn1c(CCNC(=O)c2cccs2)n[nH]c1=S	-5	14	0.76	-1	-3	24	15	0	0.85
CCN(CC)CCSc1nc2ccc(OC)cc2[nH]1	-1	3	0.94	-1	0	6	-4	-10	1
Cc1ccc(C(CC(=O)O)Nc2nc(N3CCCCC3)nc(N3CCCCC3)n2)cc1 (centres undefined)	-3	2	1.1	23	-10	-6	13	9	0.87
COc1ccc(OCc2nnc(SCC(=O)NNC(=O)c3ccc(C)cc3)n2C)cc1	27	42	0.94	0	-11	6	-58	8	1.6
Cc1c(CCC(=O)NCCCn2ccnc2)c(=O)oc2c(C)c3occ(C(C)(C)C)c3cc12	-11	16	0.91	30	3	9	-42	19	1.4
O=C(NC(=S)Nc1ccc(Cl)c(C(=O)O)c1)c1cccc(COc2ccccc2)c1	12	21	0.83	21	18	17	25	18	0.75
Cc1ccsc1C(=O)NC(C)c1ccccc1 (centres undefined)	-13	0	1	5	-16	-2	-5	-15	1.1
CCOCCCn1c(SC(C(=O)Nc2cc(C)ccc2C)c2ccccc2)nnc1-c1ccc(Cl)cc1 (centres undefined)	-1	8	0.85	7	-4	15	-35	24	1.3
Cc1ccnc(NC2CCCCC2)c1	-1	16	1	-1	5	-5	8	5	0.92
CC(=O)N/C(=C\c1ccccc1)C(=O)OCC(=O)c1c(N)n(CC(C)C)c(=O)n(C)c1=O	1	11	0.91	-3	6	9	-13	-3	1.1
CCOC(=O)C1(CCCc2ccccc2)CCN(Cc2nccn2CC)CC1	0	27	0.99	16	26	1	-12	41*	1.1
Cc1n[nH]c(=O)n1-c1ccc(OC(F)(F)F)cc1	9	-3	1.1	-7	4	-5	7	-4	0.93

Arranged by SMILES length (low to high): 3 of the compounds above
SMILES	ATG4B inhibitor	NLRP3 yeast inh	mIAP activ	Apaf-1 inh	TIM10 inh	mIAP block	hIAP inh	tim10-1 inh	hIAP activ
C(=C\c1ccccc1)/CSc1ccccn1	-6	18	0.98	4	-2	2	-10	17	1.1
COc1ccc(OCc2nnc(SCC(=O)NNC(=O)c3ccc(C)cc3)n2C)cc1	27	42	0.94	0	-11	6	-58	8	1.6
O=C(NC(=S)Nc1ccc(Cl)c(C(=O)O)c1)c1cccc(COc2ccccc2)c1	12	21	0.83	21	18	17	25	18	0.75

(next part)
SMILES	ATG4B inhibitor	NLRP3 yeast inh	mIAP activ	Apaf-1 inh	TIM10 inh	mIAP block	hIAP inh	tim10-1 inh	hIAP activ
O=C(Nc1ccn(Cc2ccc(F)cc2)n1)c1ccncc1	-2	8	0.95	-4	7	4	-9	3	1.1
COC(=O)c1ccccc1NC(=S)N(C)C	-12	12	1	-22	18	0	-18	-1	1.2
O=C(CN1C(=O)CCSc2ccccc21)Nc1ccc2c(c1)OCO2	3	0	0.9	3	23	10	8	23	0.92
CCOC(=O)N1CCN(S(=O)(=O)c2ccc(C(=O)Nc3nnc(CC)o3)cc2)CC1	2	10	1.1	-4	2	-12	-14	16	1.1
CC(C)C(c1nnnn1Cc1ccccc1)N1CCN(Cc2ccc3c(c2)OCO3)CC1 (centres undefined)	21	33	1	-1	-16	-4	-3	11	1
O=S(=O)(c1ccccc1C(F)(F)F)N1CCC(n2cnc3ccccc32)CC1	2	14	0.98	-10	23	2	-11	20	1.1
CCOc1cccc2sc(N(CCCN(C)C)C(=O)c3ccc(S(=O)(=O)N(C)CC4CCCO4)cc3)nc12 (centres undefined)	-3	-4	1	18	3	-1	24	2	0.76
CC(C)(C)C(=O)Nc1cc2c3c(c1)CC(=O)N3CCC2	-3	-6	0.96	-2	7	4	1	-9	0.99
CC1CCC2C(C1)Nc1c(C(=O)O)cccc1C2(C)C (centres undefined)	3	1	1	11	28	-5	4	-7	0.95
CC(=O)c1cnc2sccn2c1=O	-10	-3	0.97	-5	19	3	12	6	0.88
Cc1cccc(OCC(=O)N(Cc2nnc(-c3ccccc3Cl)o2)C2CC2)c1	1	15	0.9	1	11	10	24	11	0.76
CCOC(=O)C1=C(C)Nc2ncnn2C1/C=C/c1ccccc1 (centres undefined)	3	6	0.89	-18	-5	11	-3	21	1
CC(C)Cc1nnc(NC(=O)CCC(=O)NC2CCCCC2)s1	-2	20	0.98	-10	-7	2	-19	14	1.2
COc1ccc2cc(CCNS(=O)(=O)c3ccc(NC(C)=O)cc3)c(=O)[nH]c2c1	-3	11	0.95	-3	8	5	2	-18	0.98
Cc1cc(/C=N/NS(=O)(=O)c2ccc(F)c(Cl)c2)no1	4	15	0.99	-10	5	1	0	-10	0.99
CCCC(=O)Nc1ccc2oc(-c3cncc(Br)c3)nc2c1	-2	24	0.96	-6	13	4	-3	12	1
O=C1OC2(CCCCC2)OC(=O)C1=CNc1ccc2c(c1)OCO2	7	22	1.1	5	-1	-12	-12	13	1.1
CCOC(=O)c1cc(C#N)c(SC(C)C(=O)NC2CCCCC2)nc1C (centres undefined)	-3	3	0.96	-8	6	4	-2	5	1
Cc1cccc(N=Nc2cn[nH]c2-c2ccco2)c1	-7	11	0.9	8	12	10	-14	15	1.1
O=C(CSc1nc2ccccc2[nH]1)N/N=C/c1ccco1	-3	16	0.84	1	-12	16	-2	-13	1
Cc1ccc(CC(=O)N/N=C/c2ccc3c(c2)OCO3)cc1	-1	15	0.95	7	8	5	3	3	0.97
CN(c1ccc2nc3ccccc3c(=O)n2n1)C1CCCCC1	-8	20	0.97	2	23	3	3	16	0.97
COc1ccc(CCNC(=O)Cn2cccc2C(=O)c2ccccc2)c(OC)c1	9	22	1.1	1	8	-5	-19	4	1.2
O=S(=O)(NCc1ccc2c(c1)OCO2)c1cccc(F)c1	-4	30	0.95	10	2	4	0	2	1
COc1cccc2c1OCC(C(=O)OCc1cccnc1)=C2	-10	19	0.99	7	-13	1	2	9	0.97

The final 4 compounds of the part above are carried over, then new ones follow:
SMILES	ATG4B inhibitor	NLRP3 yeast inh	mIAP activ	Apaf-1 inh	TIM10 inh	mIAP block	hIAP inh	tim10-1 inh	hIAP activ
CN(c1ccc2nc3ccccc3c(=O)n2n1)C1CCCCC1	-8	20	0.97	2	23	3	3	16	0.97
COc1ccc(CCNC(=O)Cn2cccc2C(=O)c2ccccc2)c(OC)c1	9	22	1.1	1	8	-5	-19	4	1.2
O=S(=O)(NCc1ccc2c(c1)OCO2)c1cccc(F)c1	-4	30	0.95	10	2	4	0	2	1
COc1cccc2c1OCC(C(=O)OCc1cccnc1)=C2	-10	19	0.99	7	-13	1	2	9	0.97
Cc1csc(=O)n1CCC(=O)OCC(=O)NCc1ccc(Cl)cc1Cl	9	17	0.9	9	-4	10	3	9	0.97
COc1ccc(N(CC(=O)NCCSCc2cccc(Cl)c2)S(C)(=O)=O)cc1	-2	12	0.93	5	-1	7	-40	10	1.4
CCc1ccc(/C=N\n2cnnc2)cc1	3	8	1.1	-4	7	-5	16	7	0.84
COc1cc(/C=N/NC(=O)c2ccc(-c3ccccc3)cc2)cc(OC)c1OC	-18	0	0.96	19	18	4	4	23	0.96
CCCNC(=O)C1CC(c2ccc(C(F)(F)F)cc2)=NO1 (centres undefined)	0	10	1.1	-4	3	-15	-16	-11	1.2
CCn1c(=O)c2c(nc3n2CCCN3CCc2ccc(OC)c(OC)c2)n(C)c1=O	6	-4	0.99	4	-7	1	0	23	1
CC(C)OC(=O)CC1C(=O)NCCN1C(=O)COc1ccc(C(C)(C)C)cc1 (centres undefined)	-9	18	1	-5	16	-4	0	13	1
O=C(NCC1OCCc2ccccc21)c1ccco1 (centres undefined)	0	11	1	-3	0	-5	-3	8	1
Cc1nc(SCC(=O)Nc2ccc(F)cc2)c(C#N)c(C)c1CC(=O)c1ccc(Br)cc1	-11	18	0.83	10	-11	17	13	-19	0.87
O=C(CN1C(=O)NC2(CCCCC2)C1=O)Nc1ccc2c(c1)OCCCO2	4	2	1	0	3	-3	10	9	0.9
Cc1c(NC(=O)Cn2nc(C(F)(F)F)c3c2CCCC3)c(=O)n(-c2ccccc2)n1C	-2	6	1	-10	-6	-3	5	2	0.95
CCOC(=O)Cn1nnc(-c2ccc(S(C)(=O)=O)cc2)n1	-7	0	1	-10	-8	-2	13	5	0.87
COc1ccc(CCNC(=O)c2cc(-c3ccncc3)nc3ccc(S(=O)(=O)N4CCOCC4)cc23)cc1OC	3	21	0.98	6	32	2	8	6	0.92
Cc1ccc(S(=O)(=O)N2CCOCC2)cc1NC(=O)COc1ncnc2ccccc12	2	0	1	4	0	-3	-19	-9	1.2
COc1ccc(-n2cc(CNC3CCC(O)CC3)c(-c3cccc(F)c3)n2)cc1 (centres undefined)	-3	0	0.97	-1	7	3	0	9	1
COc1ccc(NC(=O)CCN2C(=O)c3ccncc3C2=O)cc1OC	-1	-12	0.96	-24	-6	4	-2	4	1
CN(C(=O)CSc1nnc(N)s1)C1CCCCC1	3	2	1	6	1	0	20	-1	0.8
Cn1nnnc1SCC(=O)N1c2ccccc2Sc2ccccc21	1	8	0.98	4	2	2	12	-1	0.88
COc1cccc(C(=O)NC(=S)NCc2ccco2)c1	-5	-2	0.94	-1	18	6	-12	21	1.1

Screening data from PubChem BioAssay.
